DAGLB inh = DAGLB lipase inhibitors, primary screen, biochemical, fluorescence, HTS; hit rate 0.059% among 340,000; inhibition, % at 5.17 µM; HEK293T DAGLB membrane lysate, EnzChek fluorogenic substrate; AID 504411, 2011; in the data active means inhibition above about 34%;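 further: 0% = enzyme with vehicle and 100% = wells lacking enzyme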
Target sequence (Q8NCG7 whole entry, looked up): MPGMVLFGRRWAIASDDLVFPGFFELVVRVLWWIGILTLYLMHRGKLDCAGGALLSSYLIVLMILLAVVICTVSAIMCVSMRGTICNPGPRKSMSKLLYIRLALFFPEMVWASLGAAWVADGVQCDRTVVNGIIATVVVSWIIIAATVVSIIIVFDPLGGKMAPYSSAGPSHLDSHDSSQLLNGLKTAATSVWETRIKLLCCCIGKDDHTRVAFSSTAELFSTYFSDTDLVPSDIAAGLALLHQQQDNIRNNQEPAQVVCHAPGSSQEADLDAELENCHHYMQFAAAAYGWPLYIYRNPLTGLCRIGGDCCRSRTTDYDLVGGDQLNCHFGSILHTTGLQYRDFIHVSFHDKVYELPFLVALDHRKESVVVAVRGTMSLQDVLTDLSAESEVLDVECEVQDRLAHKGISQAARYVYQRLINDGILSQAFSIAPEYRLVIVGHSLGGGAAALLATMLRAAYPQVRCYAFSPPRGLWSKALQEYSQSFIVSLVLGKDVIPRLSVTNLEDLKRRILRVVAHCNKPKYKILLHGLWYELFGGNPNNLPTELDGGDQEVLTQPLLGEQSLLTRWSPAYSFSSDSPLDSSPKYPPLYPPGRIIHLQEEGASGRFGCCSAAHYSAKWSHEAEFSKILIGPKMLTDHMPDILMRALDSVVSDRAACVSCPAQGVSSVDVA
phage Ecoli inh = growth loss of phage-infected E. coli, primary screen, RecBCD inhibitor project, absorbance, with phage, HTS | inhibition, % at 11.9 µM | AID 651602, 2012 | hit rate 0.26% among 360,000; in the data active means inhibition above about 11%
Wnt act = Wnt/beta-catenin pathway activators, primary screen, cell-based, plate reader, single point; Wnt/beta-catenin reporter cell assay, activator; AID 743398, 2014; hit rate 1.2% among 300,000; activation, % at 9.35 µM; in the data active means activation above about 30%, passing the limit was not always enough;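 further: 0% = neutral control wells and 100% = positive control wells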
* hit, by the source's call.

The opening 5 entries as a preview:
DAGLB inh,phage Ecoli inh,Wnt act,compound
1,4.3,0,CCC(C)C(CO)NCCCn1cnc2c(OCc3ccccc3)ncnc21 (stereo unspecified)
2,3.3,4,Cn1cc(/C=C(\NC(=O)c2ccccc2)C(=O)NCCCn2ccnc2)c2ccccc21
5,3.0,2,CCCCCCN1C[C@H](O)[C@@H](n2cc(C3CC3)nn2)C[C@@H]1c1ccccc1
2,1.3,-2,CCCCN1C(=O)C(CC(=O)NC2CCCC2)CC(C(=O)N(CC)CC)=C1C (stereo unspecified)
1,1.4,-1,C=CCN1C(=O)/C(=C/N(C)C)S/C1=N\S(=O)(=O)c1cccs1

The list itself, previewed entries included:
DAGLB inh,phage Ecoli inh,Wnt act,compound
1,4.3,0,CCC(C)C(CO)NCCCn1cnc2c(OCc3ccccc3)ncnc21 (stereo unspecified)
2,3.3,4,Cn1cc(/C=C(\NC(=O)c2ccccc2)C(=O)NCCCn2ccnc2)c2ccccc21
5,3.0,2,CCCCCCN1C[C@H](O)[C@@H](n2cc(C3CC3)nn2)C[C@@H]1c1ccccc1
2,1.3,-2,CCCCN1C(=O)C(CC(=O)NC2CCCC2)CC(C(=O)N(CC)CC)=C1C (stereo unspecified)
1,1.4,-1,C=CCN1C(=O)/C(=C/N(C)C)S/C1=N\S(=O)(=O)c1cccs1
-1,0.9,-3,O=C1CCC2CN3CCc4c([nH]c5ccccc45)C3CC2C1 (stereo unspecified)
-3,2.7,-2,C[C@H]1CN([C@@H](C)CO)C(=O)c2cc(-c3ccccc3F)cnc2O[C@@H]1CN(C)C(=O)NC1CCCCC1
-1,0.6,-2,CC(C)OC(=O)N(C)C[C@@H]1OCc2cnnn2CCCC(=O)N([C@@H](C)CO)C[C@@H]1C
-6,2.7,-1,CN1OC[C@@H]2C(=O)N3CCc4c([nH]c5ccccc45)[C@@H]3C[C@@H]21
-8,4.0,-3,O=C1C=CN(C2OC(CO)C(O)C2O)C(=O)C1 (stereo unspecified)
7,-0.7,-1,CCOc1ccc(-n2c(C)c3c(C)nnc(C)c3c2C)cc1
2,0.8,-1,CC1CCCCN1CCCNC(=O)c1ccc2c(c1)NC(=O)CN2C (stereo unspecified)
-8,2.4,-3,CN1C(=O)CN(CCN2CC(=O)N(C)C(=O)C2)CC1=O
-13,1.2,-3,Cc1ccc([C@H]2C[C@H](n3cc(COC(=O)c4ccccc4)nn3)[C@@H](O)CN2CC2CCCCC2)cc1
-1,3.2,-6,CCN(c1ccccc1)S(=O)(=O)c1ccc(OC)c(NC(=O)c2ccco2)c1
-2,5.4,-5,Nc1ccccc1CCc1ccccc1N
3,1.4,-2,CCCC1NC(=O)c2cc3ccccc3cc2-n2c1nc1cc(Cl)ccc1c2=O (stereo unspecified)
-32,3.4,0,Cc1ccsc1/C=C1\Oc2cc(O)ccc2C1=O
-4,-6.2,0,N#Cc1ccccc1OCC(=O)Nc1nc(-c2ccccn2)cs1
2,0.9,-2,O=C(C[C@@H]1C[C@H]2c3cc(NC(=O)NC4CCCCC4)ccc3O[C@H]2[C@H](CO)O1)NC1CCCCC1

Three compounds already listed, sorted by length of the SMILES, descending.
DAGLB inh,phage Ecoli inh,Wnt act,compound
5,3.0,2,CCCCCCN1C[C@H](O)[C@@H](n2cc(C3CC3)nn2)C[C@@H]1c1ccccc1
-1,3.2,-6,CCN(c1ccccc1)S(=O)(=O)c1ccc(OC)c(NC(=O)c2ccco2)c1
1,4.3,0,CCC(C)C(CO)NCCCn1cnc2c(OCc3ccccc3)ncnc21 (stereo unspecified)

(list continues)
DAGLB inh,phage Ecoli inh,Wnt act,compound
-4,2.5,-2,Cc1ccc([C@H]2C[C@@H](n3cc(COC(=O)c4ccccc4)nn3)[C@H](O)CN2C(=O)c2cccs2)cc1
-10,1.4,0,CC(OC(=O)C1COc2ccccc2O1)C(=O)c1ccccc1 (stereo unspecified)
-2,2.6,0,Cc1cn([C@H]2C[C@H](O)[C@@H](CNC(=O)CNC(=O)CN)O2)c(=O)[nH]c1=O
3,2.4,-3,CCSc1nnc(NC(=O)C2CCCN(C(=O)c3ccc(Cl)cc3)C2)s1 (stereo unspecified)
-1,2.5,-3,C[C@H]1CN([C@@H](C)CO)S(=O)(=O)c2ccc(Br)cc2O[C@@H]1CN(C)C(=O)CCN1CCCCC1
0,2.8,-1,COc1cccc(S(=O)(=O)N(C)C[C@H]2OCc3cnnn3CCCC(=O)N([C@@H](C)CO)C[C@H]2C)c1
1,2.6,0,COc1cccc(-c2cccc(NC(=O)C3CCN(CCCn4cccn4)CC3)c2)c1
-3,0.8,-3,O=C(Nc1ccc(N2CCOCC2)cc1)C1CCN(S(=O)(=O)c2cccc(C(F)(F)F)c2)CC1
2,0.9,-1,COc1cccc(S(=O)(=O)N(C)C[C@H]2OCc3cnnn3CCCC(=O)N([C@H](C)CO)C[C@H]2C)c1
-8,1.1,-2,Cc1cc(Cl)ccc1C(=O)C1CCCN(C(=O)c2ccc3c(c2)OCO3)C1 (stereo unspecified)
-3,0.5,-3,COc1ccc(NC(=O)CSc2nnnn2-c2cccc(OC)c2)cc1
-1,-1.2,-1,CCC(=O)Nc1cc(OC)c(NC(=S)Nc2ccccc2CC)cc1OC
-4,1.9,-2,CCc1ccc(CN(C)C(=O)c2cc(COc3cncc(Cl)c3)on2)cc1
-3,1.6,-2,COC[C@H](NS(=O)(=O)c1ccc(Br)cc1F)[C@@H](O)c1ccccc1
-5,1.3,-2,COc1ccc(NC(=O)C[C@H]2C(=O)N(Cc3ccccc3)C[C@@H]2Cc2ccccc2)cc1
3,2.6,-4,CNC[C@@H]1Oc2cc(Br)ccc2S(=O)(=O)N([C@H](C)CO)C[C@H]1C
-3,1.4,7,COc1cc(C=Cc2nnc3c4ccccc4cnn23)cc(OC)c1OC
-2,1.2,-1,Cc1cccc(S(=O)(=O)N(C)C[C@H]2OCc3cnnn3CCCC(=O)N([C@@H](C)CO)C[C@H]2C)c1
-5,2.4,16,COc1cc(/C=C2/SC(=S)N(CC(=O)NNC(=O)c3ccc(F)cc3)C2=O)cc(OC)c1OC
0,2.6,-2,O=C(c1cccs1)N1C[C@@H](O)[C@H](n2cc(C3CC3)nn2)C[C@@H]1c1ccccc1

Continued.
DAGLB inh,phage Ecoli inh,Wnt act,compound
-2,1.8,-2,CN(CC1CCCN(CCc2ccccc2F)C1)C(=O)c1cc2ccccc2o1 (stereo unspecified)
-2,2.0,-3,CC(C)C1C(=O)N(Cc2cn(CCC3OCCO3)nn2)CCS(=O)(=O)N1Cc1ccc(-c2cccc(CO)c2)cc1 (stereo unspecified)
0,2.1,0,COc1ccc(NC(=O)N(C)C[C@@H]2OCc3cnnn3CCCC(=O)N([C@@H](C)CO)C[C@H]2C)c(OC)c1
-2,2.6,0,COC(=O)C[C@H]1C[C@@H]2c3cc(N(C)C)ccc3O[C@@H]2[C@H](CO)O1
-1,1.7,-1,CC1=C(C(=O)N(C)C)CC(CC(=O)NCCN2CCOCC2)C(=O)N1Cc1ccccc1 (stereo unspecified)
1,2.4,-3,O=C(Nc1ncccc1O)c1ccc(Cl)c(S(=O)(=O)N2CCCC2)c1
-9,2.0,18,N#Cc1ccsc1NC(=O)c1ccc2ncsc2c1
1,1.6,0,COc1cc2c(cc1OC)C(=O)C(c1ccc3c(c1)OCO3)CC2 (stereo unspecified)
-1,2.5,-5,c1ccc(COc2ncnc3c2ncn3CCCN2CCN(Cc3cccc4ccccc34)CC2)cc1
-1,3.4,0,CCC(=O)N(C)C[C@H]1Oc2cc(-c3cccnc3)ccc2S(=O)(=O)N([C@H](C)CO)C[C@H]1C
-3,4.7,-3,C[C@H](CO)N1C[C@H](C)[C@@H](CN(C)S(=O)(=O)c2ccc(Cl)cc2)OCc2cnnn2CCCC1=O
-5,2.2,0,COc1ccc(S(=O)(=O)N2CCOCC2)cc1NC(=O)CN1C(=O)NC2(CCC(C)CC2)C1=O (stereo unspecified)
2,2.8,-1,C[C@@H]1CN([C@@H](C)CO)C(=O)c2cc(Br)cnc2O[C@H]1CN(C)Cc1cccnc1
0,2.1,-1,O=C1NC(Cc2ccc(O)cc2)c2nc3ccc(F)cc3c(=O)n2-c2ncccc21 (stereo unspecified)
-6,1.9,-6,CCOC(=O)C1CN(C(=O)OCC)CC1=NNC(N)=O (stereo unspecified)
0,-0.1,-1,C[C@@H]1CN([C@@H](C)CO)S(=O)(=O)c2ccc(Br)cc2O[C@@H]1CN(C)C(=O)C1CC1
-1,2.1,7,C[C@H](CO)N1C[C@H](C)[C@@H](CN(C)S(=O)(=O)c2ccc(-n3cccn3)cc2)OCc2cnnn2CCCC1=O
1,3.0,1,Cc1ccccc1C(=O)N(C)[C@H]1C[C@H]2c3[nH]c4ccccc4c3CCN2C(=O)[C@H]1[C@H](C)O
1,2.4,-1,C[C@H]1CN([C@@H](C)CO)C(=O)CCCn2cc(nn2)CO[C@@H]1CN(C)S(=O)(=O)c1ccc(C#N)cc1
-2,0.2,-2,C=CCN(c1ccccc1OC)S(=O)(=O)c1ccc(Cl)c(C(=O)NCc2ccco2)c1

Full records as entered above. Order of values: DAGLB inh | phage Ecoli inh | Wnt act
Record of `CN(CC1CCCN(CCc2ccccc2F)C1)C(=O)c1cc2ccccc2o1` (stereo unspecified) = -2 | 1.8 | -2
Record of `C[C@@H]1CN([C@@H](C)CO)C(=O)c2cc(Br)cnc2O[C@H]1CN(C)Cc1cccnc1` = 2 | 2.8 | -1

Next part:
DAGLB inh,phage Ecoli inh,Wnt act,compound
-3,-0.2,-2,Cc1ccccc1OCC(=O)OCC(=O)NC1CCCC(C)C1C (stereo unspecified)
-3,1.1,-2,O=C(c1ccc(F)cc1)C1CCN(Cc2ccccc2F)CC1
6,-0.8,-5,Cc1ccc(S(=O)(=O)C=CS(=O)(=O)c2ccc(C)cc2)cc1
-2,2.3,-1,C[C@H]1CN([C@@H](C)CO)C(=O)CCCn2nncc2CO[C@H]1CN(C)C(=O)NC1CCCCC1
-2,1.4,-1,COc1ccccc1CN1CCNC(=O)C1CC(=O)N(C)C1CCOCC1 (stereo unspecified)
-1,0.2,-1,C[C@H](CO)N1C[C@H](C)[C@H](CN(C)Cc2cccc(F)c2)Oc2ncc(Br)cc2C1=O
2,1.1,1,CC(=O)Nc1ccc(C(C#N)=Cc2ccc(N(C)CCC#N)cc2)cc1
-5,4.7,-4,Cc1ccc(S(=O)(=O)NN=C2CC3CC2C2CCCC32)cc1 (stereo unspecified)
3,3.0,-6,COC(=O)c1cc(NC(=O)CC(=O)c2cccc(N)c2)cc(C(=O)OC)c1
-3,3.4,-5,CC1Cc2ccccc2N1C(=O)Cn1cc(C(F)(F)F)ccc1=O (stereo unspecified)
0,4.4,0,COCC(=O)N(C)C[C@H]1Oc2cc(Br)ccc2S(=O)(=O)N([C@H](C)CO)C[C@H]1C
0,0.9,-2,CCN(CC)C(=O)C1=C(C)N(CCC2=CCCCC2)C(=O)C(CC(=O)NC(c2ccccc2)c2ccccc2)C1 (stereo unspecified)
-4,0.4,4,C[C@@H]1CN([C@H](C)CO)C(=O)CCCn2nncc2CO[C@@H]1CN(C)S(=O)(=O)c1ccc(Oc2ccccc2)cc1
-3,1.0,8,Cc1ccc(C(=O)NCc2ccc3c(c2)OCO3)c(Cl)c1
3,3.3,-1,C[C@@H]1CN([C@@H](C)CO)S(=O)(=O)c2ccc(Br)cc2O[C@H]1CN(C)C(=O)c1cccc(F)c1
-1,2.0,-2,CC(C)c1ccc(NC(=O)CN(C)C2=NS(=O)(=O)c3ccccc32)cc1
-3,2.4,-8,CC(C)(CN1CCCN(CC(C)(C)C(=O)O)C1=O)C(=O)O
8,-1.5,-2,O=C(Cc1ccc(Cl)cc1)N/N=C/c1ccc(O)c(O)c1
3,1.4,-1,Cc1noc(C)c1CCC(=O)Nc1cc(Cl)ccc1C(=O)O
-4,2.5,-1,C[C@H](CO)N1C[C@H](C)[C@@H](CN(C)C(=O)Nc2ccnc(N3CCOCC3)c2)OCc2cnnn2CCCC1=O

Carrying on:
DAGLB inh,phage Ecoli inh,Wnt act,compound
3,5.3,2,O=C(Cn1sc2ccccc2c1=O)Nc1ccc(Br)cc1
-2,2.2,1,O=C(Cn1nnc(-c2ccc(F)cc2)n1)NC(=O)NC1CCCCC1
-1,0.5,-1,COc1ccc(CCN2CC(C(=O)NCCc3ncccc3C)CCC2=O)cc1 (stereo unspecified)
1,4.8,2,CCN(CC(=O)Nc1c(F)cccc1F)C(=O)c1cccn1C
6,2.1,-5,CCc1ccc(-n2c(=S)sc3c(=O)[nH]c(SCC(=O)NC4CCCCC4)nc32)cc1
2,1.6,-1,CN1CCn2cnc(C(=O)NCc3ccccc3)c2C1=O
0,2.2,-2,COc1ccccc1C(=O)N/C(=C/c1ccc(Br)cc1)C(=O)N1CCOCC1
-4,1.7,1,O=Cc1cn(-c2ccccc2)nc1-c1cccc([N+](=O)[O-])c1
0,2.5,0,C[C@@H]1CN([C@@H](C)CO)C(=O)CCCn2nncc2CO[C@H]1CN(C)Cc1cccc(O)c1
-4,3.4,-1,CCN1C(=O)[C@H]2[C@@H](c3ccc(C)cc3)N[C@]3(CCCN(Cc4ccc(C(F)(F)F)cc4)C3=O)[C@H]2C1=O

Not all compounds are listed. The share of hits here may be higher or lower than overall.
